Siah-1 displacement = Siah-1 peptide-binding antagonists, primary screen, biochemical, fluorescence polarization, rhodamine-plectin, uHTS (AID 1817); E3 ubiquitin-protein ligase SIAH1 (Homo sapiens); Siah-1 / rhodamine-plectin peptide fluorescence polarization; higher % means a stronger effect; one-dose displacement, % at 20 µM; IC50 in µM for titrated hits; 290,000 tested, 0.02% active;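 active means displacement of at least 50% at 20 µM, with a fluorescence ratio check between 0.3 and a set limit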;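 further: plate controls were Siah plus tracer with DMSO for no effect and tracer alone without Siah for full effect; strong numbers were not always called active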
XIAP displacement = XIAP antagonists, biochemical, IAP family, fluorescence polarization (AID 1018). 200,000 tested, 0.007% active. XIAP BIR domain, fluorescence polarization peptide displacement; higher % means a stronger effect. E3 ubiquitin-protein ligase XIAP (Homo sapiens). displacement, % at 20 µM; hits with a dose series show IC50 in µM; in the data active means displacement above about 50%; further: a part of the inactive calls stands beside numbers as strong as those of hits
Myeloid diff 2 = induction of myeloid progenitor differentiation, primary screen, cell-based, flow cytometry, MLPCN library | calls only at 10 µM | ER-HoxA9 myeloid progenitors, lysozyme-GFP differentiation | AID 624256, 2012 | 360,000 tested, 1% active;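 active means normalized GFP-positive differentiation at or above the plate's own cutoff, the solvent-only control mean plus 3 SD; inconclusive means no clear call, values can overlap the other calls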;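 further: cells exposed to compound for four days before flow analysis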
WT yeast gro inh = growth inhibition of WT strain, primary screen, mitochondrial fusion inhibitor project, WT and mutant strains, chemical genetic; mitochondrial fusion phenotypic screen; inhibition, % at 10 µM; 190,000 tested, 2.1% active; AID 1362, 2008; in the data active means inhibition above about 58%; tested in S. cerevisiae
TNAP activation fold = human TNAP enzyme activators, primary screen, biochemical, luminescent, no phosphate acceptor, uHTS (AID 1001) | purified TNAP, luminescent activation assay, no phosphate acceptor; higher activation fold means a stronger effect | 200,000 tested, 0.03% active | one-dose activation fold at 20 µM; EC50 in µM for titrated hits; in the data active means activation fold from about 3, or a potency from the dose series; inactive means the rest, 99 in 100 with activation fold below about 1.6; further: many of its hits are not listed in these tables
human PMI inhibition = inhibitors of human PMI, primary screen, biochemical, fluorescence intensity, coupled assay (AID 1209); purified PMI enzyme, coupled fluorescence intensity; higher % means a stronger effect; 190,000 tested, 0.42% active; Mannose-6-phosphate isomerase (Homo sapiens); inhibition, % at 20 µM, or IC50 in µM where a hit was titrated;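 further: plate controls were DMSO vehicle for no effect and wells lacking substrate for full effect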
human PMI inhibitors = human PMI inhibitors, high substrate, primary screen, biochemical, fluorescence intensity, high mannose 6-phosphate (AID 1220); Mannose-6-phosphate isomerase (Homo sapiens); recombinant PMI enzyme, coupled fluorescence intensity; higher % means a stronger effect; inhibition, % at 20 µM, or IC50 in µM where a hit was titrated; 190,000 tested, 0.66% active
PhoP inhibition = inhibitors of PhoP regulon expression, primary screen, Salmonella Typhimurium, GFP reporter (AID 1863); 300,000 tested, 0.16% active; one-dose inhibition, % at 50 µM; IC50 in µM for titrated hits; S. Typhimurium PhoP-regulated promoter GFP reporter, 4 h; higher % means a stronger effect;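 active means inhibition over 29.93%, a cutoff 3 SD above the screen mean, later confirmed by dose response; inconclusive means inhibition over 29.93% but no dose response follow-up; inactive means inhibition at most 29.93% or unconfirmed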;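 further: 0% = low Mg2+ inducing control and 100% = high Mg2+ repressing control; strong numbers were not always called active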
RSV antiviral HEp-2 = RSV antiviral activity via CPE protection, HEp-2 cells, primary 10 µM value included (AID 2391). HEp-2 cells, RSV-induced CPE inhibition; higher % means a stronger effect. CPE inhibition, % at 10 µM, or IC50 in µM where a hit was titrated. 310,000 tested, 0.13% active; in the data active means a potency from the dose series; inconclusive means CPE inhibition mostly from about 23% at the one dose, without a potency; inactive means the rest, 99 in 100 with CPE inhibition below about 21%; further: strong numbers were not always called active
WT yeast gro inh mutant strain = recorded beside WT yeast gro inh, whose call it bears; inhibition, %; mitochondrial fusion phenotypic screen, mutant strain inhibition
Myeloid diff 2 GFP+ MAC1+ % = second read-out of Myeloid diff 2, no call of its own (marks repeat the call); GFP+ MAC1+ double positive, %; measured here: differentiation confirmed by MAC1 staining
Starred values were filed as active, the others as inactive; i = inactive; ? = inconclusive; · = no result given; & = joins results of further samples. Unless noted, no stated cut-off is given here; in the data, active means inhibition above about 50%; inactive means the rest.

Start of the data: the first 3 compounds as a preview:
Structure	Siah-1 displacement	XIAP displacement	Myeloid diff 2	Myeloid diff 2 GFP+ MAC1+ %	WT yeast gro inh	WT yeast gro inh mutant strain	TNAP activation fold	human PMI inhibition	human PMI inhibitors	PhoP inhibition	RSV antiviral HEp-2
Cn1c2c(c(=O)n(C)c1=O)C(c1ccc(Cl)cc1)C(C#N)=C(N)O2 (stereo unspecified)	6%	0.6%	i	0.4	3	1	1.1	-3%	-6%	-1%	2.9%
Cc1ccc2c(c1)NC(=O)C(CC(=O)NCCCN1CCCCC1)O2 (stereo unspecified)	2%	0.2%	i	2.6	-11	0	1.2	1%	2%	-5%	-1.0%
COC(=O)CC1NCCc2cc(OC)c(OC)cc21 (stereo unspecified)	11%	-4.5%	i	0.5	-11	7	1.2	-15%	-11%	-8%	-1.8%

Results, from the start:
Structure	Siah-1 displacement	XIAP displacement	Myeloid diff 2	Myeloid diff 2 GFP+ MAC1+ %	WT yeast gro inh	WT yeast gro inh mutant strain	TNAP activation fold	human PMI inhibition	human PMI inhibitors	PhoP inhibition	RSV antiviral HEp-2
Cn1c2c(c(=O)n(C)c1=O)C(c1ccc(Cl)cc1)C(C#N)=C(N)O2 (stereo unspecified)	6%	0.6%	i	0.4	3	1	1.1	-3%	-6%	-1%	2.9%
Cc1ccc2c(c1)NC(=O)C(CC(=O)NCCCN1CCCCC1)O2 (stereo unspecified)	2%	0.2%	i	2.6	-11	0	1.2	1%	2%	-5%	-1.0%
COC(=O)CC1NCCc2cc(OC)c(OC)cc21 (stereo unspecified)	11%	-4.5%	i	0.5	-11	7	1.2	-15%	-11%	-8%	-1.8%
COc1cccc(C(=O)N/N=c2\oc3c(OC)cccc3cc2C(=O)NCc2ccccc2)c1	14%	-16%	i	0.2	-20	-20	1	8%	-3%	-5%	3.3%
C/C(=N\NC(=O)c1cc2ccccc2cc1O)c1cccs1	-3%	·	i	0.3	·	·	·	·	·	7%	-1.7%
O=C(COc1ccc(S(=O)(=O)NC2CCCC2)cc1)N1CCCCC1	11%	·	i	0.3	·	·	·	·	·	-1%	1.1%
CCc1nnc(-n2nc(C)cc2-c2ccccc2)n1N	5%	-2.0%	i	1.0	7	15	1.1	-5%	-13%	-2%	0.8%
CC1(C)CC(=O)C(C(C2=C(O)CC(C)(C)CC2=O)c2cccs2)C(=O)C1 (stereo unspecified)	4%	-4.3%	i	0.5	4	10	1	0%	-10%	4%	-0.3%
O=C(COC(=O)/C=C/c1ccccc1Cl)NC1CCCCCC1	7%	-5.0%	i	0.8	-3	-6	1.1	-7%	-4%	-4%	-0.5%
Cc1cc(C)cc(NC(=O)Cn2c(SCc3cc(C)ccc3C)nc3ccncc32)c1	-3%	-13%	·	·	5	-19	1	12%	14%	-8%	·
Cn1nc(C(=O)NC2CCCCC2)c2ccccc2c1=O	0%	-3.5%	i	0.9	5	-18	1	-3%	-8%	1%	0.2%
COc1ccc(-c2nnn(CC(=O)N(CC(=O)NCCC(C)C)Cc3cccs3)n2)cc1OC	0%	-6.3%	i	0.9	-18	4	1.2	3%	6%	-4%	1.4%
CN(CC(=O)N1CCc2[nH]c3ccc(F)cc3c2C1)CC1OCCO1	-4%	-5.5%	·	·	-19	-7	1.1	2%	11%	9%	1.8%
COC(=O)CC(c1ccc(C#N)cc1)n1c(C)ccc1C (stereo unspecified)	2%	-1.1%	i	0.1	2	11	1.1	0%	-6%	6%	-0.1%
CC(CCc1ccccc1)NC(=O)Cc1ccc(Br)cc1 (stereo unspecified)	-2%	·	i	0.8	·	·	·	·	·	-1%	4.8%
CC1(C)CC(=O)C=C(Nc2ccccc2)C1	2%	·	i	0.2	·	·	·	·	·	-10%	2.1%
C#Cc1ccc(C(=O)Nc2cc(C(N)=O)ccc2N2CCOCC2)cc1	1%	-2.3%	i	14	1	0	1.1	7%	19%	0%	-0.7%
COc1cc(NC(=S)NCCc2ccccc2)c(OC)cc1NC(=O)CC(C)C	2%	-0.3%	i	0.7	1	11	1.1	6%	39%	0%	-0.3%
CCOC(=O)c1ccc(N2CC(O)=C(c3nc4ccccc4c(=O)[nH]3)C2=N)cc1	2%	-5.8%	i	0.8	15	6	1.3	16%	7%	-8%	1.3%
CCC(=O)Nc1ccc(-c2nnc(-c3ccccc3)o2)cc1	2%	-3.8%	i	0.5	0	6	1.1	2%	-5%	-10%	1.7%
COc1ccc(OC)c2c(C)cc(C)nc12	-4%	-1.0%	i	0.3	3	1	1	9%	17%	6%	1.3%
COc1ccc2nc(SCC(C)=O)c(C#N)cc2c1	19%	-6.1%	?	·	0	4	1	-38%	-92%	-34%	4.6%
Cc1ccc(S(=O)(=O)N2CCN(C3CCN(Cc4ccccc4)CC3)CC2)cc1	-1%	-5.0%	i	1.6	6	31	1.1	7%	10%	-1%	0.7%
COc1cc(-c2ccccc2)nc2ccccc12	-5%	-2.8%	i	2.1	16	11	1	9%	7%	8%	1.6%
CC(C)(C)C(=O)N1CCN(C(c2ccccc2)c2ccccc2)CC1	8%	·	i	0.2	·	·	·	·	·	3%	2.7%
Cc1ccc2[nH]cc(/C=C/c3cc[n+](C)cc3)c2c1	-4%	·	?	·	·	·	·	·	·	-103%	9.4%
CC(C)c1ccc(NC(=O)CCNC(=O)N2CC(=O)Nc3ccccc32)cc1	0%	·	i	2.9	·	·	·	·	·	1%	0.8%
COc1ccc(Nc2nnc(SCC(=O)c3cc4ccccc4o3)s2)cc1	-5%	·	i	0.6	·	·	·	·	·	-6%	1.9%
O=[N+]([O-])c1c(NCCCO)cc(N2CCN(Cc3ccc4c(c3)OCO4)CC2)c2nonc12	4%	3.5%	i	1.1	8	-1	1	13%	45%	3%	13%
CC(C)NC(=O)c1ccc(C(C)C)cc1	6%	·	i	0.3	·	·	·	·	·	-1%	1.0%

Fetched one by one from above, 2 records:
Structure	Siah-1 displacement	XIAP displacement	Myeloid diff 2	Myeloid diff 2 GFP+ MAC1+ %	WT yeast gro inh	WT yeast gro inh mutant strain	TNAP activation fold	human PMI inhibition	human PMI inhibitors	PhoP inhibition	RSV antiviral HEp-2
COC(=O)CC1NCCc2cc(OC)c(OC)cc21 (stereo unspecified)	11%	-4.5%	i	0.5	-11	7	1.2	-15%	-11%	-8%	-1.8%
Cn1nc(C(=O)NC2CCCCC2)c2ccccc2c1=O	0%	-3.5%	i	0.9	5	-18	1	-3%	-8%	1%	0.2%

(list continues)
Structure	Siah-1 displacement	XIAP displacement	Myeloid diff 2	Myeloid diff 2 GFP+ MAC1+ %	WT yeast gro inh	WT yeast gro inh mutant strain	TNAP activation fold	human PMI inhibition	human PMI inhibitors	PhoP inhibition	RSV antiviral HEp-2
N#Cc1c(NC(=O)C2CC(Cl)=CCC2C(=O)O)sc2c1CCCC2 (stereo unspecified)	-3%	0.2%	i	0.1	2	-16	1.1	-4%	-2%	-1%	9.3%
Cc1ccc(S(=O)(=O)N2CCN(Cc3nc4ccccc4n3C)CC2)cc1	2%	-2.5%	i	0.9	26	5	1.1	1%	-1%	-3%	1.8%
CC(C)OCCOc1ccc2oc(-c3ccco3)cc(=O)c2c1	20%	·	i	0.6	·	·	·	·	·	-1%	3.6%
CCOC(=O)c1sc(=S)n(C)c1NC(=O)c1ccc(OC)cc1	13%	·	i	0.7	·	·	·	·	·	-7%	2.2%
CCCCCCCCCCOC(=O)Cn1c(COc2ccc(OC)cc2)[n+](C)c2ccccc21	1%&-5%	·	i	0.7&0.5	·	·	·	·	·	22µM*	-2.0%&-2.3%
CCn1nc(C)cc1C(=O)N1CCCC(C(=O)c2cccc(OC)c2)C1 (stereo unspecified)	-4%	-4.8%	i	0.5	-20	2	1	-12%	-7%	-4%	3.4%
CCOc1ccc2nc(N3CCCC(C(=O)NCC4CCCO4)C3)sc2c1 (stereo unspecified)	4%	·	i	0.6	·	·	·	·	·	-1%	7.7%
Cc1nn(C)cc1/C=N/NC(=S)Nc1ccc(Cl)cc1Cl	-2%	14%	i	0.7	-4	-19	1	11%	7%	9%	4.2%
COc1ccc(OC)c(C2C(C(=O)Nc3cccnc3)=C(C)NC3=C2C(=O)CCC3)c1 (stereo unspecified)	-3%	-2.6%	i	2.5	-16	-12	1.1	16%	9%	1%	0.4%
CCN(Cc1cc2ccccc2[nH]c1=O)C(=O)C1CCCCC1	5%	-5.6%	i	1.4	-54	-39	1.1	8%	-2%	-12%	2.3%
Cc1ccccc1NC1=NC(=S)N(c2ccccc2)C12CCCCC2	-3%	-4.2%	i	0.4	29	11	1	-12%	4%	-4%	-0.4%
CCOc1ccc(N2C(=O)CC(N(CCc3ccccc3)C(=O)/C=C/C(=O)O)C2=O)cc1 (stereo unspecified)	2%	-4.7%	i	0.0	-5	0	1	·	·	-5%	0.6%
Cc1cc(NC(=O)CCN2C(=O)/C(=C\c3ccccc3Cl)SC2=S)no1	6%	1.3%	i	0.7	8	1	1	-6%	5%	-5%	1.0%
Cc1ccc(-c2nn(-c3ccccc3)cc2C(=O)O)o1	4%	-5.8%	·	·	2	-6	1	-29%	-29%	2%	0.6%
CCOC(=O)c1cn(-c2ccccc2)nc1-c1ccncc1	2%	-4.6%	i	0.8	5	-4	1.2	0%	1%	-7%	-1.0%
COc1cccc(N2CCN(c3nc(C)cc(C)c3C#N)CC2)c1	-3%	·	i	0.5	·	·	·	·	·	-5%	1.3%
CCCCNC(=O)Cc1ccc(C)cc1	2%	-1.4%	i	0.9	-5	12	1.1	4%	0%	1%	1.5%
CCC(C)NCCOc1ccc(Br)cc1 (stereo unspecified)	7%	-4.0%	i	0.5	2	-1	1	5%	-1%	19%	-1.0%
c1ccc(-c2noc(CSc3nnc(Cc4cccs4)n3-c3ccccc3)n2)cc1	10%	-5.5%	i	2.2	-2	-11	1.1	0%	-3%	8%	19%
C=CCSc1nc2c(sc3nc(C)cc(C)c32)c(=O)[nH]1	5%	-6.3%	i	0.9	4	13	1.1	-28%	-41%	-8%	2.2%
